Screens: PubChem BioAssay, National Center for Advancing Translational Sciences (NCATS)
TrxR1 substrate – qHTS Assay for Substrates of Mammalian Selenoprotein Thioredoxin Reductase 1 (TrxR1): qHTS; Potency, µM (series often up to 114 µM), without a hit: top-dose activity change, negative = substrate turnover; actives 0.01% (n = 390,000); AID 588456, 2011; purified TrxR1 substrate turnover, NADPH consumption readout; also: potency is read from the fitted curve at half-maximal effect; % is scaled to controls: 0 for no effect and ±100 for the full control effect; nearly all actives have a fitted effect of over 50% in size
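Rat TrxR1, dispensed at 90 nM, was prereduced with 400 uM NADPH (final) for 5 min at ~22 deg C, then incubated with compound 15 min before 400 uM selenite. A first-read NADPH fluorescence drop versus no-compound background flagged substrates.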
D2 ag – HTS Assay for Allosteric Agonists of the Human D2 Dopamine Receptor: Primary Screen for Agonists; HEK293 T-REx D2 cells, calcium flux agonist mode; activation, % at 2 µM; actives 0.53% (n = 340,000); AID 485358, 2010;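 active = activation over 3 SD above normal in the single-dose calcium agonist read, cut at about 30% in these data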; also: 0% is about no effect
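Calcium-flux readout, 1 cycle/sec over 180 s following compound pin transfer, in inducible HEK293 Trex D2 cells (force-coupled); dopamine controls included. Positive calcium responses during this window marked compounds as potential agonists.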
TRHR PAM – qHTS for Small Molecule Agonists and Allosteric Enhancers of Human TRH Receptor: Primary Screen for Enhancers | enhancement, % at 2 µM | AID 493056, 2011 | actives 0.66% (n = 360,000) | TRHR cells, fluo-8 calcium fluorescence, EC20 TRH enhancement; in the data active = enhancement above about 30%; also: 0% is about no effect
Target sequence (P34981 whole entry, looked up): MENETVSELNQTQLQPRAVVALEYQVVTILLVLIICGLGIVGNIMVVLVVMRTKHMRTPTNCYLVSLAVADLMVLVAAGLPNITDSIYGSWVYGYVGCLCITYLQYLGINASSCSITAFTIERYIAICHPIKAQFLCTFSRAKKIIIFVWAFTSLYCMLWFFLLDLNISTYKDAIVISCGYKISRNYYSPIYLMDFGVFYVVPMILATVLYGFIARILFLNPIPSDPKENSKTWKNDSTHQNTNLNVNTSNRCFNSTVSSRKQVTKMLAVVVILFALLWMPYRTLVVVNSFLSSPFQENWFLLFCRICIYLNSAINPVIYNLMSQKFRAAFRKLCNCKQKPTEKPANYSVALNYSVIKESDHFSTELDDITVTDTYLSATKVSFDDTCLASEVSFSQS
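Enhancer read-out: after compound pinning and an initial kinetic agonist-mode read, an EC20 of TRH (10 nM final) was injected and fluo-8 calcium signal (Ex 480/Em 530) followed at 1 s/cycle for 100 cycles in TRHR-expressing cells.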
PI4K2A block – qHTS for small molecular inhibitors of PI4K2A. Phosphatidylinositol 4-kinase type 2-alpha (Homo sapiens), Q9BTU6. purified PI4K2A, ADP-Glo luminescence, 1 h; hits give low values. activity change, negative = inhibition, % at 76.9 µM. actives 0.13% (n = 420,000). AID 1346378, 2018; in the data active = activity change below about -50%; inconclusive = mostly about -30% to -49%;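 also: -100% = wells without enzyme as full effect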
Target sequence (Q9BTU6 whole entry, looked up): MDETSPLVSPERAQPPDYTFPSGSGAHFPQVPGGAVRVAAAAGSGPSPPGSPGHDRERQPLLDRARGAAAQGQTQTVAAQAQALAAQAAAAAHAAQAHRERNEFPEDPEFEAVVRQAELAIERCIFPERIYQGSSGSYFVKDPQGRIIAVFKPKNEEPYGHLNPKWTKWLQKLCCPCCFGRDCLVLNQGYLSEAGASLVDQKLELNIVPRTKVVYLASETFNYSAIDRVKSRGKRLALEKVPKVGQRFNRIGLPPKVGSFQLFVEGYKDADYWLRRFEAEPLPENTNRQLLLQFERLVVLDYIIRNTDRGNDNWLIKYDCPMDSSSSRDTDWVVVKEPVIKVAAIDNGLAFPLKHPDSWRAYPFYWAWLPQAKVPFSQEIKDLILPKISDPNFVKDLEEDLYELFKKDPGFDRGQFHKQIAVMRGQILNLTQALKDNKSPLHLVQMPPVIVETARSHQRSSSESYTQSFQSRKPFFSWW
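In this quantitative HTS, ADP production by PI4K2A was quantified luminescently after 1 h at ambient temperature; 100 microM adenosine served as plate-quality control.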
USP1-UAF1 inh – Inhibitors of USP1/UAF1: Primary Screen | Ubiquitin carboxyl-terminal hydrolase 1 (Homo sapiens), O94782 | recombinant USP1/UAF1, Ub-Rhodamine cleavage fluorescence | Potency, µM (top dose mostly 57.1 µM), for inactives: at the top dose activity change, negative = inhibition, hits mostly inhibitors | actives 0.23% (n = 390,000) | AID 743255, 2014; also: potency is read from the fitted curve at half-maximal effect; % is scaled to controls: 0 for no effect and ±100 for the full control effect; nearly all actives have a fitted effect of over 60% in size; inactives centre near -12
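1 nM enzyme complex + cpd, 15 min RT; start with Ub-Rho 150nM final; kinetic fluorescence ex 480/em 540, 6 reads q60 s. Buffer 50mM HEPES pH 7.8, 0.5mM EDTA, 0.1 mg/ml BSA, 1mM TCEP, 0.01% Tween-20.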
TRHR agonist – qHTS for Small Molecule Agonists and Allosteric Enhancers of Human TRH Receptor: Primary Screen for Agonists | Thyrotropin-releasing hormone receptor (Homo sapiens), P34981 | actives 0.18% (n = 360,000) | activation, % at 2 µM | AID 493084, 2011 | TRHR cells, calcium flux fluo-8, FDSS agonist mode; in the data active = activation above about 30%; also: 0% is about no effect
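In this calcium-flux screen, cells bearing human TRHR are dye-loaded with fluo-8, baselined for 10 cycles, then exposed to library compounds; positive kinetic calcium responses during the agonist phase mark hits, with TRH as control.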
IDH1 R132H inh – qHTS for Inhibitors of mutant isocitrate dehydrogenase 1 (IDH1): qHTS | actives 0.093% (n = 390,000) | Potency, µM (titrated, usually from 76.6 µM), without a hit: at the highest dose activity change, negative = inhibition, usual class: inhibitors | Isocitrate dehydrogenase [NADP] cytoplasmic (Homo sapiens), O75874 | AID 602179, 2012 | IDH1-R132H enzyme, NADPH consumption, diaphorase/resazurin fluorescence; also: potency is read from the fitted curve at half-maximal effect; % is scaled to controls: 0 for no effect and ±100 for the full control effect; nearly all actives have a fitted effect of over 65% in size
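IDH1-R132H (0.5 ug/mL) preincubated 30 min with compound, then NADPH (0.016 mM) and alpha-KG (2 mM) added; 80 min at RT, pH 7.5. Remaining NADPH coupled via diaphorase/resazurin to fluorescence (540/590 nm); concentration-response curves normalized to no-enzyme control.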
TrxR1 inh – qHTS Assay for Inhibitors of Mammalian Selenoprotein Thioredoxin Reductase 1 (TrxR1): qHTS. Thioredoxin reductase 1, cytoplasmic (Rattus norvegicus), O89049. Potency, µM (titrated, usually from 114 µM), without a hit: at the top dose activity change, negative = inhibition, actives largely listed as inhibitors. actives 1% (n = 390,000). recombinant rTrxR1, NADPH fluorescence consumption, selenite substrate. AID 588453, 2011; also: potency is read from the fitted curve at half-maximal effect; % is scaled to controls: 0 for no effect and ±100 for the full control effect; nearly all actives have a fitted effect of over 65% in size
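Rat TrxR1 (90 nM in the dispensed reagent) was pre-reduced with 400 uM NADPH for 5 min at room temperature, then incubated with compound for 15 min. After 400 uM selenite was added, NADPH fluorescence (Ex 340/Em 450 nm) was followed for 8 min.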
D2 antag – HTS Assay for Allosteric Antagonists of the Human D2 Dopamine Receptor: Primary Screen for Antagonists | HEK293 TREx D2 cells, calcium flux, dopamine EC80 | inhibition, % at 10 µM | D(2) dopamine receptor (Homo sapiens), P14416 | actives 2% (n = 340,000) | AID 485344, 2010; in the data active = inhibition above about 30%; also: 0% is about no effect
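Measurement of antagonist activity uses fluorescent calcium dye in inducible HEK293 T-REx D2 cells: 10 s baseline, compound addition with 180 s read, EC80 dopamine addition with a further 180 s read.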
Numbers without * were called inactive; ? = inconclusive; / = not tested or not shown; [ ] = dose if it differs, or a comment. Unless noted, calls follow the shape of the dose curve; as a rule, active = well fitted inhibition curve with a large enough effect; inconclusive = small, poorly fitted or top-dose-only effect; inactive = no such curve, though single readings can be large or run the other way.

SMILES	TrxR1 substrate	D2 ag	TRHR PAM	PI4K2A block	USP1-UAF1 inh	TRHR agonist	IDH1 R132H inh	TrxR1 inh	D2 antag
CCOC(=O)c1ccc2[nH]c(C)cc(=O)c2c1	132%[activator]	-0.8	-8	-10	-8%	0.3	9%	34%	0
O=C(/C=C/c1cccc([N+](=O)[O-])c1)NCCSCc1ccc(Cl)cc1Cl	2%	1.2	0	6	-11%	2.2	0%	18%	-1
COc1cccc(NC(=O)CSc2nnc(Cc3cccs3)n2-c2ccc(C)cc2)c1	-5%	2.6	-4	-2	-7%	3.1	2%	13%	15
CCn1cc(C(=O)Nc2cccc(Cl)c2)c2cc(OC)c(OC)cc2c1=O	4%	-0.1	-1	-3	-10%	0.0	3%	18%	/
CN(C)/N=C/c1ccc(Sc2ccc([N+](=O)[O-])cc2[N+](=O)[O-])o1	-5%	0.4	-3	12	-16%	0.0	12%	50µM*	6
CC1(C)C(CSc2nc3ccccc3[nH]2)C1(Cl)Cl (configuration not stated)	0%[57.1 µM]	1.6	-5	0	-13%	0.0	16%	8%[57.1 µM]	-14
Cc1cc(N2CCN(c3ccc(F)cc3)CC2)n2cnnc2n1	-3%	0.0	3	-2	-14%	-0.4	7%	-2%	/
O=C(NCC1CCCCC1)c1ccc(Br)o1	6%	-0.7	-6	1	-17%	0.0	0%	33%	0
O=C(Nc1ccccc1F)Nc1ccccc1N1CCCCC1	-12%[57.1 µM]	0.7	-12	-16	-21%	-0.5	8%	-18%[57.1 µM]	0
CCSCc1nnc(SCC(=O)Nc2nccs2)n1CC	1%[57.1 µM]	/	4	-1	-8%	-0.1	-4%	20%[57.1 µM]	/
Cc1ccsc1C(=O)Nc1ccccc1N1CCOCC1	-6%	0.2	-2	7	-27%	-0.3	1%	-10%	38*
O=C(c1csc2c1CCCC2)N1CCN(c2ccccc2)CC1	4%[57.1 µM]	-2.5	-2	8	-17%	-0.3	3%	14%[57.1 µM]	-7
Cc1ccc(NC2=CC(=O)C(=O)c3ccccc32)cc1	1%[57.1 µM]	0.6	1	-66*	25µM*	-0.2	12%	-1%[57.1 µM]	/
C/C(=N\OCc1ccc(C#N)cc1)c1ccc(S(=O)(=O)N(C)C)cc1	8%	0.2	-6	-1	-17%	-0.1	-4%	27%	-8
Cn1ccnc1SCC(=O)c1ccc2ccccc2c1	3%[57.1 µM]	0.4	-12	1	-11%	0.3	3%	12%[57.1 µM]	0
C=CCC1(/C=N/O)CCOC(C)(C)C1 (configuration not stated)	13%[57.1 µM]	2.2	0	1	0%	0.4	2%	42%[activator][57.1 µM]	7
CC(Cc1cccs1)NC(=S)Nc1ccc(F)cc1 (configuration not stated)	2%	1.2	-2	-1	-23%	1.6	5%	3%	-23
CCn1c(CNC(=O)Cc2ccc(OC)cc2)nnc1SCC(=O)c1ccc(Br)cc1	-5%	0.7	0	10	2%	-1.0	-2%	-16%	4
COc1ccc(OC)c(S(=O)(=O)Nc2ccc(O)c(Sc3ncn[nH]3)c2)c1	4%	-0.2	2	6	-3%	1.0	-2%	?	-9
C/C(=N\NC(=O)C(O)c1ccccc1)c1ccc(Cl)cc1 (configuration not stated)	-2%	-0.5	-8	-22	-12%	-0.5	-12%	2%	-1
Cc1cc(C)n(Cc2ccc(F)cc2)c(=O)c1C#N	-7%	-1.7	19	2	-8%	0.2	-2%	-13%	-7
O=C(/C=C/c1ccc(Cl)cc1Cl)N1CCc2ccccc21	-20%[57.1 µM]	-1.4	0	1	-16%	-0.8	3%	16%[57.1 µM]	2
Cc1ccccc1C(=O)NC(=S)Nc1cccc(NC(=O)C(C)C)c1	-1%[57.1 µM]	-0.1	-9	-3	-2%	0.3	13%	-34%[57.1 µM]	-7
CN(CCc1ccccc1)C1CCCN(S(=O)(=O)N(C)C)C1 (configuration not stated)	12%	/	-9	0	-25%	0.3	2%	19%	/
CCOC(=O)NNC(=O)c1[nH]c2ccc(Br)cc2c1-c1ccccc1	-11%	0.4	8	-5	-12%	0.5	-12%	-7%	-1

Gathered by group: those above containing a thiophene ring, fused or not (4)
SMILES	TrxR1 substrate	D2 ag	TRHR PAM	PI4K2A block	USP1-UAF1 inh	TRHR agonist	IDH1 R132H inh	TrxR1 inh	D2 antag
COc1cccc(NC(=O)CSc2nnc(Cc3cccs3)n2-c2ccc(C)cc2)c1	-5%	2.6	-4	-2	-7%	3.1	2%	13%	15
Cc1ccsc1C(=O)Nc1ccccc1N1CCOCC1	-6%	0.2	-2	7	-27%	-0.3	1%	-10%	38*
O=C(c1csc2c1CCCC2)N1CCN(c2ccccc2)CC1	4%[57.1 µM]	-2.5	-2	8	-17%	-0.3	3%	14%[57.1 µM]	-7
CC(Cc1cccs1)NC(=S)Nc1ccc(F)cc1 (configuration not stated)	2%	1.2	-2	-1	-23%	1.6	5%	3%	-23

The results go on:
SMILES	TrxR1 substrate	D2 ag	TRHR PAM	PI4K2A block	USP1-UAF1 inh	TRHR agonist	IDH1 R132H inh	TrxR1 inh	D2 antag
O=C(Cc1cccs1)Nc1cccc(-c2ccc3nncn3n2)c1	4%	6.9	-4	-2	-23%	-0.5	0%	14%	6
O=C(Nc1ccc(Cl)c(S(=O)(=O)N2CCOCC2)c1)C1=NN(c2ccccc2)C(=O)CC1	5%[57.1 µM]	/	/	0	-22%	/	0%	1%[57.1 µM]	/
O=C(c1ccc(Cl)cc1Cl)N1CCN(c2ccccn2)CC1	11%	-1.3	-1	2	-16%	-0.6	3%	12%	4
COc1cccc(/C=N/NC(=O)C(C)Cn2cnc3ccccc32)c1 (configuration not stated)	0%	-0.3	-7	-3	-16%	0.4	3%	8%	3
CC(C)CCC(C(=O)NC(C)c1ccccc1)C(=O)NC(C)c1ccccc1 (configuration not stated)	-9%	-0.1	13	-3	-27%	0.1	8%	-5%	-11
Cc1ccccc1NCC(=O)N=Nc1c(O)[nH]c2ccc([N+](=O)[O-])cc12	-1%[57.1 µM]	-0.5	0	6	-8%	-0.8	4%	7%[57.1 µM]	8
CC1=C(c2ccc(C)cc2)S(=O)(=O)N(Cc2ccc(C(=O)NCc3ccccc3)cc2)C1=O	3%[57.1 µM]	0.0	-1	3	-10%	1.2	-6%	21%[57.1 µM]	/
NC(=S)NN=C1CCCCCCCC1	7%	/	/	-9	-16%	/	9%	-11%	/
O=CN1CCN(C(=O)c2ccccc2Cl)CC1	5%	-0.2	9	-3	-18%	0.3	7%	15%	10
O=C1O/C(=C\C(=O)N2CCOCC2)c2ccccc21	13%[57.1 µM]	-0.2	-4	1	5%	-0.4	0%	12%[57.1 µM]	-22
CN(C)c1ccc(CNC(=O)C2CCCN(S(=O)(=O)c3ccc4c(c3)oc(=O)n4C)C2)cc1 (configuration not stated)	-1%	0.4	5	-2	-23%	-0.2	-6%	8%	/
COc1ccc(OC)c(NC(=O)CSC2=NN3CCCC(=O)N=C3S2)c1	0%	0.9	-4	1	?	-0.6	-8%	11%	-22
CCCC(=O)Nc1ccc(Cl)c(NC(=O)c2ccc(Br)o2)c1	4%	0.9	-4	-1	-13%	-0.1	3%	5%	13
O=C(NCCc1ccc(C(F)(F)F)cc1)C1CC(=O)N(c2ccc3c(c2)OCCO3)C1 (configuration not stated)	4%	0.8	1	1	-7%	0.0	3%	25%	2
COc1c(C(=O)Nc2nccs2)ccc2ccccc12	0%	0.2	4	4	-24%	-0.1	4%	20%	-1
COc1ccc(S(=O)(=O)N2CCCCC2)cc1NC(=O)[C@@H]1CCCN1C(=O)c1cccs1	-3%	-0.8	-1	-1	6%	-0.3	0%	10%	3
O=C(CNc1ccccc1)Nc1ccc(F)cc1	2%[57.1 µM]	0.3	5	5	-13%	-0.4	4%	14%[57.1 µM]	-4
O=C(NCC1CCCCC1)c1cccc(Br)c1	7%	-3.1	9	8	-5%	-1.1	1%	17%	2
C[C@@H]1CN([C@@H](C)CO)C(=O)c2cc(NC(=O)CCC(F)(F)F)ccc2O[C@H]1CN(C)S(=O)(=O)c1ccc(Cl)cc1	-1%	/	/	-1	-24%	/	8%	-3%	/
O=S(=O)(c1ccc(F)cc1)c1snnc1-c1ccccc1	4%[57.1 µM]	0.0	-8	15	-21%	-2.4	-7%	-30%[57.1 µM]	-11
COC(=O)c1ccccc1NC(=O)c1cc(CN2CCCC2)on1	-2%[57.1 µM]	0.2	-1	-3	3%	0.5	0%	12%[57.1 µM]	/
COc1ccc(NC(=O)C(NCC(C)C)c2ccccc2)cc1Cl (configuration not stated)	-23%[57.1 µM]	-0.5	-3	-2	-2%	1.4	13%	17%[57.1 µM]	-3
CCCn1nnc(NC(=O)c2cc(Br)cc(Br)c2OC)n1	4%	0.0	-4	-1	-6%	-1.1	1%	7%	-12
O=C(Nc1ccc(Cl)cc1)N1CCC(CN2CCCC2)CC1	5%	/	8	-1	-4%	0.1	0%	-13%	/
Cc1ccc(-n2ncc3c(NCCO)ncnc32)cc1Cl	5%[57.1 µM]	-0.6	-9	0	-17%	-0.2	-6%	23%[57.1 µM]	/
